Screens: PubChem BioAssay, The Scripps Research Institute Molecular Screening Center
LYPLA1 inh – LYPLA1 inhibitors, primary screen, counter-screen for PME1 inhibitor project, biochemical, fluorescence polarization, FP-Rh probe ABPP. Acyl-protein thioesterase 1 (Homo sapiens), O75608. recombinant LYPLA1. inhibition, % at 5.9 µM. hit rate 0.16% among 320,000. AID 2174, 2009;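 active = inhibition above the mean of all tested compounds plus 3 SD, set per campaign, cut at about 14% in these data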;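 also: inhibitors block serine hydrolase probe labeling of LYPLA1 so polarization falls; 0% = enzyme with DMSO and 100% = wells lacking LYPLA1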
PAFAH2 FP inh – PAFAH2 enzyme inhibitors, primary screen, biochemical, fluorescence polarization, human; Platelet-activating factor acetylhydrolase 2, cytoplasmic (Homo sapiens), Q99487; recombinant PAFAH2, FP-rhodamine activity probe; inhibition, % at 3.39 µM; hit rate 0.99% among 340,000;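 active = inhibition above the mean over all tested compounds plus 3 SD, cut at about 30% in these data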;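 also: inhibitors block probe labeling of enzyme so polarization drops; 0% = enzyme with DMSO and 100% = wells lacking PAFAH2 protein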
PAD4 FP inh – human PAD4 inhibitors, primary screen, biochemical, fluorescence polarization, 1536-well format; inhibition, % at 6.36 µM; hit rate 0.41% among 330,000; AID 485272, 2010; Protein-arginine deiminase type-4 (Homo sapiens), Q9UM07; recombinant PAD4, RCA probe fluorescence polarization;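 active = percent inhibition above a cutoff equal to the mean of all tested compounds plus 3 SD, cut at about 15% in these data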;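 also: 0% = PAD4 with RCA probe and DMSO and 100% = probe without PAD4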
LYPLA2 counter – LYPLA2 inhibitors, primary screen, counter-screen for PME1 inhibitor project, biochemical, fluorescence polarization, FP-Rh probe ABPP. Acyl-protein thioesterase 2 (Homo sapiens), O95372. recombinant LYPLA2. inhibition, % at 5.9 µM. hit rate 0.38% among 320,000;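 active = inhibition above the screen-wide mean plus 3 SD, limit set per campaign, cut at about 26% in these data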;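 also: 0% = LYPLA2 with DMSO and 100% = wells lacking LYPLA2 enzyme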
Target sequence (O95372 whole entry, looked up): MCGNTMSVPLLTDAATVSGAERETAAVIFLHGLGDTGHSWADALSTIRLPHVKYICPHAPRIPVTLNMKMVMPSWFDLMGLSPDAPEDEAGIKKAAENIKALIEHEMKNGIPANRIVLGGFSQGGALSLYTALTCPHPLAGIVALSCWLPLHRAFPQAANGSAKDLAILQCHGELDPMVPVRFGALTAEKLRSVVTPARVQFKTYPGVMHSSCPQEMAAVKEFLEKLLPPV
PAFAH1B3 inh – PAFAH1B3 enzyme inhibitors, primary screen, biochemical, fluorescence polarization, human | hit rate 0.28% among 340,000 | AID 492972, 2010 | Platelet-activating factor acetylhydrolase IB subunit alpha1 (Homo sapiens), Q15102 | recombinant PAFAH1B3, FP-rhodamine probe | inhibition, % at 3.39 µM;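 active = inhibition above the screen-wide average of all tested compounds plus 3 SD, cut at about 25% in these data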;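 also: 0% = enzyme with DMSO only and 100% = wells lacking PAFAH1B3 protein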
Target sequence (Q15102 whole entry, looked up): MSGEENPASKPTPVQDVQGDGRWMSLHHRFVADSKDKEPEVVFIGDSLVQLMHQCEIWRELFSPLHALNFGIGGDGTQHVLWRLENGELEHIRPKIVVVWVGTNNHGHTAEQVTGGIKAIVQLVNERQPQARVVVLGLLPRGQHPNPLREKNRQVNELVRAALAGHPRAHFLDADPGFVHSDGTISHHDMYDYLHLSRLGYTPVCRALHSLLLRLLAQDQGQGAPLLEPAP
pPAFAH inh – pPAFAH enzyme inhibitors, primary screen, biochemical, fluorescence polarization, human | Platelet-activating factor acetylhydrolase (Homo sapiens), Q13093 | recombinant pPAFAH, FP-rhodamine probe fluorescence polarization | inhibition, % at 3.39 µM | hit rate 1.5% among 330,000 | AID 463082, 2010;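 active = inhibition above the mean inhibition across the screen plus 3 SD, cut at about 25% in these data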;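 also: inhibitors block binding of the rhodamine activity-based probe so polarization drops; 0% = enzyme with DMSO and 100% = wells lacking pPAFAH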
PAFAH1B2 inh – PAFAH1B2 enzyme inhibitors, primary screen, biochemical, fluorescence polarization, human. Platelet-activating factor acetylhydrolase IB subunit alpha2 (Homo sapiens), P68402. recombinant PAFAH1B2, FP-rhodamine activity probe. inhibition, % at 3.39 µM. hit rate 1.2% among 340,000;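 active = inhibition above the mean of all tested compounds plus 3 SD, cut at about 24% in these data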;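 also: 0% = enzyme with DMSO and 100% = wells lacking PAFAH1B2; many of its hits are not listed in these tables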
GSTO1 inh – inhibitors of recombinant GSTO1, primary screen, counter-screen for RBBP9 inhibitor project, biochemical, fluorescence polarization. activity-based probe fluorescence polarization. inhibition, % at 5.96 µM. AID 1974, 2009. hit rate 1.1% among 300,000. Glutathione S-transferase omega-1 (Homo sapiens), P78417;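 active = inhibition above the campaign mean inhibition plus 3 SD, cut at about 35% in these data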;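 also: 0% = GSTO1-1 with DMSO and 100% = wells lacking GSTO1-1 enzyme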
PME-1 primary – PME-1 inhibitors via competitive probe labeling, primary screen, biochemical, fluorescence polarization, FP-Rh probe, HTS; Protein phosphatase methylesterase 1 (Homo sapiens), Q9Y570; recombinant PME-1; inhibition, % at 5.9 µM; hit rate 0.53% among 320,000;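 active = inhibition above the campaign mean of all compounds plus 3 SD, cut at about 26% in these data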;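 also: competitive labeling of PME-1 active site by serine hydrolase directed probe; 0% = PME-1 with DMSO and 100% = wells lacking PME-1 enzyme; inhibitors block probe labeling so polarization falls and inhibition rises; many of its hits are not listed in these tables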
Target sequence (Q9Y570 whole entry, looked up): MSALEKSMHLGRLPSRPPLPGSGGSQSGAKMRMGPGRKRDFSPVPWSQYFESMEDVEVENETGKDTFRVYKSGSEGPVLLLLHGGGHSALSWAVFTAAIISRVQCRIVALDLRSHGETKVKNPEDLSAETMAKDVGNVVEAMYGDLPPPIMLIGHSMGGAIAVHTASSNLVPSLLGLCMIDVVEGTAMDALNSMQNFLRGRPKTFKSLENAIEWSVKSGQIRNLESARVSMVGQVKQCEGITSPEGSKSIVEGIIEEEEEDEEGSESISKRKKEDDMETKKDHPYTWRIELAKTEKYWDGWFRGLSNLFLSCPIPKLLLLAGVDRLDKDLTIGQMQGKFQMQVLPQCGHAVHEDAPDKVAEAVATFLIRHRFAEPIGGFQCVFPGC
Active calls of the source: *; x = not tested or not shown. Only part of the results is shown. The share of hits here may be higher or lower than overall.

Every second line gives: LYPLA1 inh	PAFAH2 FP inh	PAD4 FP inh	LYPLA2 counter	PAFAH1B3 inh	pPAFAH inh	PAFAH1B2 inh	GSTO1 inh	PME-1 primary
- CC(NC(=O)Nc1cccc(F)c1)c1ccc2c(c1)OCO2 (stereo not given)
    -2	4	-2	-2	-11	0	-3	-3	-7
- NC(=O)CC(NC(=O)Cc1ccc(Br)cc1)c1ccc(NCCOc2ccccc2)c([N+](=O)[O-])c1 (stereo not given)
    -7	-10	-3	-12	-15	1	4	-3	-16
- CCc1ccc(S(=O)(=O)NCc2cn3c(C)csc3n2)s1
    0	-11	-2	0	-8	1	-2	-2	-3
- CC(C)NC(=O)c1cc2c(=O)n3ccccc3nc2s1
    0	-7	5	-1	7	-2	3	0	1
- Cc1ccccc1CN1C[C@@H]2C[C@@H](c3cn[nH]c3-c3ccccc3)N3CCC[C@@]23C1=O
    4	2	3	-5	5	3	1	-1	4
- CCCN1C(=O)c2ccccc2NC1c1ccc(OC)cc1OC (stereo not given)
    -1	0	-1	2	8	0	0	0	1
- CCCC(=O)N1CCN(c2ccc(NC(=O)c3ccco3)cc2)CC1
    -1	3	3	-3	-4	1	-8	6	7
- CSCC[C@H](NC(=O)CCNC(C)=O)c1nc2ccccc2[nH]1
    -2	5	-4	-1	9	4	4	-6	-1
- COc1ccccc1NC(=O)c1ccc(Cl)c(S(=O)(=O)NCc2ccco2)c1
    0	3	0	6	3	11	6	x	2
- COCCCNc1nnc(Cc2ccccc2)c2ccccc12
    -3	-3	-4	-6	1	-6	6	5	-2

Every second line gives: LYPLA1 inh	PAFAH2 FP inh	PAD4 FP inh	LYPLA2 counter	PAFAH1B3 inh	pPAFAH inh	PAFAH1B2 inh	GSTO1 inh	PME-1 primary
- CCOC(=O)C1=NN(C(=O)COc2ccccc2)C(O)(c2ccc(Br)cc2)C1 (stereo not given)
    7	7	1	14	4	5	13	5	1
- COc1ccc(C2CC(=O)c3sc(N)nc3C2)cc1 (stereo not given)
    -1	8	1	2	5	6	2	0	-3
- Cc1cc(C)n(CCC(=O)Nc2ccc3c(c2)OCCO3)n1
    -5	1	5	-1	3	-3	-3	6	-8
- CC(=O)c1ccc(NC(=O)C[n+]2ccccc2)cc1
    -5	3	-1	0	6	-1	3	0	-7
- Cc1cccc(C)c1NC(=O)COC(=O)C1C2CC3OC(=O)C1C3C2 (stereo not given)
    0	16	-1	0	5	-2	1	8	1
- O=C(O)COc1ccc(C(=O)c2ccccc2)cc1
    -4	0	0	8	2	2	6	3	-1
- COc1cccc(C(=O)CC(=O)C(=O)Nc2ccc(C)cc2Cl)c1
    2	-1	-2	-1	5	3	-2	2	-5
- Cc1ccc(C(=O)CN(CCC(=O)O)C(=O)c2ccncc2)cc1
    4	-1	-1	-4	9	5	3	7	4
- CN(Cc1ccccc1)C(=O)CCC1CCN(S(=O)(=O)N(C)C)CC1
    -1	-3	1	2	4	1	4	1	1
- O=C(CN1C(=O)c2ccccc2C1=O)c1ccc(F)cc1
    -4	-1	5	5	4	-2	6	4	-2

Every second line gives: LYPLA1 inh	PAFAH2 FP inh	PAD4 FP inh	LYPLA2 counter	PAFAH1B3 inh	pPAFAH inh	PAFAH1B2 inh	GSTO1 inh	PME-1 primary
- COc1cccc(CN2C(=O)c3ccccc3C2C(=O)NCC2CCCO2)c1 (stereo not given)
    1	-1	-3	2	10	-1	4	0	-6
- Oc1ccccc1CN1CCN(C(O)(c2ccccc2)c2ccccc2)CC1
    -1	-4	3	4	8	1	1	3	-5
- Cc1nc(C)c(C(=O)N2CCCC(C(=O)c3ccc4ccccc4c3)C2)s1 (stereo not given)
    1	1	1	-2	3	0	0	3	6
- c1cc(C2CCCCC2)ccc1Oc1nc(N2CCOCC2)nc(N2CCOCC2)n1
    0	-7	-5	-4	6	1	0	3	4
- CCCCN(C(=O)c1ccc(C)c(S(=O)(=O)N2CCOCC2)c1)c1c(N)n(CC(C)C)c(=O)[nH]c1=O
    0	0	-2	-2	1	6	6	-6	-2
- CCC(C(=O)NC1CCCCC1)n1c(SCc2ccc(F)cc2)nc2ccncc21 (stereo not given)
    -4	2	-4	-6	-1	4	0	-8	12
- CCCCC(=O)Nc1ncc2c(n1)CC(C)(C)CC2=O
    1	1	0	13	3	1	-1	4	-2
- Cc1cc2c(s1)CCCCC(=O)N2
    5	12	-9	2	7	4	1	7	-7
- Cc1c(CCC(=O)O)c(=O)oc2cc3occ(C(C)(C)C)c3cc12
    -7	-3	-1	-4	-1	3	0	4	-6
- Cc1cccc2sc(N(CCCN(C)C)C(=O)c3ccc(S(=O)(=O)N4CCc5ccccc5C4)cc3)nc12
    -2	-2	-2	-2	6	3	1	1	4

Every second line gives: LYPLA1 inh	PAFAH2 FP inh	PAD4 FP inh	LYPLA2 counter	PAFAH1B3 inh	pPAFAH inh	PAFAH1B2 inh	GSTO1 inh	PME-1 primary
- COc1cccc(CNC(=O)CCNS(=O)(=O)c2ccc3c(c2)CC(C)N3C(C)=O)c1 (stereo not given)
    -2	2	3	1	5	5	3	-4	-3
- CC(=O)c1ccc(NC(=O)c2noc3c2CCCCC3)cc1
    -4	-4	-4	0	5	-4	-2	-1	2
- Cc1ccc(Cn2nc(C)cc2C(=O)Nc2ccccc2Cl)cc1
    -1	3	5	-2	10	4	0	-5	-1
- Nn1c(SCC(=O)Nc2ccccc2)nnc(Cc2ccccc2)c1=O
    4	3	-3	4	20	2	3	27	5
- O=C(Cc1c(F)cccc1Cl)OCC(=O)N1CCc2ccccc21
    x	3	-2	x	0	6	7	x	x
- CN(Cc1nc(-c2cccnc2)no1)S(=O)(=O)c1ccc2ccccc2c1
    1	4	-1	24	6	5	10	4	6
- COc1ccc(F)cc1C(=O)C1CCCN(Cc2cccn2-c2ccccn2)C1 (stereo not given)
    -2	0	-5	-3	2	2	4	10	9
- O=C1C(=O)N(CCN2CCOCC2)C(c2ccc(F)cc2)/C1=C(/O)c1ccc(S(=O)(=O)N2CCOCC2)cc1 (stereo not given)
    2	-19	-2	-2	-2	-3	-1	4	4
- COC(=O)Nc1sc2c(c1C(=O)NCc1ccco1)CCCC2
    0	-5	2	1	5	4	5	10	-3
- O=C(Cn1nnc2ccccc21)N/N=C\C=C\c1ccccc1
    4	-3	-3	10	8	-1	-5	4	-1

Every second line gives: LYPLA1 inh	PAFAH2 FP inh	PAD4 FP inh	LYPLA2 counter	PAFAH1B3 inh	pPAFAH inh	PAFAH1B2 inh	GSTO1 inh	PME-1 primary
- CCn1c(=O)c(C(=O)NNC(=O)c2ccccc2)c(O)c2ccccc21
    -5	-1	4	-8	10	2	4	6	-5
- CCCc1nc2ccccc2n1CC(O)COc1ccc(NC(C)=O)cc1 (stereo not given)
    3	-1	8	5	4	-5	-2	10	-9
- O=C(Cn1ccc(C(F)(F)F)n1)Nc1ccc(S(=O)(=O)NCc2ccco2)cc1
    2	-7	-9	-1	1	0	5	-1	-9
- CCOc1ncccc1C(=O)OCC(=O)c1cccs1
    1	9	0	2	1	7	2	8	3
- CC(=O)NS(=O)(=O)c1ccc(NC(=O)c2ccc(NC(=O)c3cccs3)cc2)cc1
    -2	3	2	-3	0	-1	2	x	-1
- Cc1ccc(CN(CC(=O)NCC2CCCO2)S(=O)(=O)c2ccc(C)cc2)cc1 (stereo not given)
    1	-6	-1	-2	4	5	4	5	-3
- OCC[C@@H]1C[C@H](O)[C@@H](O)[C@@]2(CCc3ccccc3CO2)O1
    -1	-5	-7	2	6	-9	3	-9	-7
- COc1ccc(/C=N/NC(=O)c2cccnc2)c(C(=O)O)c1OC
    -2	8	2	1	9	4	3	3	5
- COc1ccc(C2CC(=O)C(C=NCCCO)=C(O)C2)cc1 (stereo not given)
    5	0	6	7	14	4	4	10	-2
- Cc1ccc(C)c(OCCn2cc(/C=C(\C#N)C(=O)NCc3ccco3)c3ccccc32)c1
    3	-8	1	5	9	3	4	2	-1

Every second line gives: LYPLA1 inh	PAFAH2 FP inh	PAD4 FP inh	LYPLA2 counter	PAFAH1B3 inh	pPAFAH inh	PAFAH1B2 inh	GSTO1 inh	PME-1 primary
- O=C(CNC(=O)c1ccco1)OCC(=O)c1cccc2ccccc12
    3	-1	-9	16	2	1	8	0	-2
- COc1cc2c(cc1OC)C(COc1ccc(C(C)C)cc1)NCC2 (stereo not given)
    -3	1	-10	2	4	1	5	0	-1
- CCOC(=O)N1CCC2(CC1)C(C#N)=C(N)Oc1c2c(C)nn1-c1cccc(Cl)c1
    -5	4	-9	-2	10	9	4	0	0
- Cc1cc(C)c(OCC(=O)OCC(=O)NC2CCCCCCC2)c(C)c1
    6	-4	-6	11	-3	18	-4	7	5
- CNC(=O)NC(=O)CSc1ncc(C(F)(F)F)cc1Cl
    3	4	-5	4	-1	1	0	3	-5
- O=C(c1ccccc1)C(c1ccccc1)c1ccccc1
    1	-2	-1	0	-4	5	8	-1	5
- CCOc1ccc(C(c2c(C)n(C)n(-c3ccccc3)c2=O)c2c(C)n(C)n(-c3ccccc3)c2=O)c(O)c1
    0	-7	-1	-6	-6	-3	-3	-10	2
- CCN(C(=O)CSc1nc2ccccc2[nH]1)C1CCS(=O)(=O)C1 (stereo not given)
    x	1	-5	x	7	-1	4	x	x
- COc1ccc(C2CC(=O)N(CC(=O)NCC3CCCO3)c3ccccc3S2)cc1OC (stereo not given)
    1	-2	-3	-4	-9	8	-1	6	-9
- COc1ccc2nc(-c3cccc(N)c3)[nH]c2c1
    -1	1	1	-7	3	9	5	-2	-6
- CCCOc1cccc(-c2nnc(N)s2)c1
    4	2	2	4	-4	1	7	4	-1
- O=C(Nc1nnc(SCc2ccccn2)s1)C1CC(=O)N(c2ccccc2)C1 (stereo not given)
    -1	-5	-5	1	8	7	-1	3	2
- Cc1cc(C(=O)Nc2cccc(C)c2C)n(-c2ccccc2)n1
    -3	11	2	0	5	5	-3	11	2
